Source: PubChem BioAssay
N-glyco inh: blocks N-linked glycosylation in D54 reporter cells | D54 ERlucT glycosylation luciferase reporter, 24 h; percent of 100 nM tunicamycin response | reporter increase, % at 12.5 µM | 360,000 compounds, 0.23% hits | AID 588692;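 active = mean luciferase reporter signal, scaled so untreated is 0 and the glycosylation-blocking control 100, at or above a set limit in every replicate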;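 note: luciferase carries N-glycosylation sites so blocking glycosylation raises the light; 0% = median of neutral control wells and 100% = median of 100 nM tunicamycin wells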
Cardio protect: protects H9c2 cardiomyocytes from peroxide injury; H2O2 injury protection, ATPLite, 2 h; protection from H2O2 cell death, % at 20 µM; 360,000 compounds, 0.63% hits;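 active = compounds giving at least 50% protection of heart cells from peroxide-induced death in the single-dose screen, raw or plate-pattern-corrected value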;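 note: 0% = DMSO wells with peroxide and 100% = DMSO wells without peroxide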
HTR2A ag: agonists of mouse serotonin 5-HT2A receptor (HTR2A) | P35363 | CHO-K1 mHTR2A beta-arrestin complementation, luminescence; percent of 30 µM serotonin response | AID 624169 | activation, % at 7.6 µM | 360,000 compounds, 0.66% hits;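 active = activation above a run cutoff, the mean activation of all tested compounds plus 3 SD, cut at about 14% in these data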;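 note: 0% = plate median of compound wells and 100% = 30 µM serotonin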
Target sequence (P35363 whole entry, looked up): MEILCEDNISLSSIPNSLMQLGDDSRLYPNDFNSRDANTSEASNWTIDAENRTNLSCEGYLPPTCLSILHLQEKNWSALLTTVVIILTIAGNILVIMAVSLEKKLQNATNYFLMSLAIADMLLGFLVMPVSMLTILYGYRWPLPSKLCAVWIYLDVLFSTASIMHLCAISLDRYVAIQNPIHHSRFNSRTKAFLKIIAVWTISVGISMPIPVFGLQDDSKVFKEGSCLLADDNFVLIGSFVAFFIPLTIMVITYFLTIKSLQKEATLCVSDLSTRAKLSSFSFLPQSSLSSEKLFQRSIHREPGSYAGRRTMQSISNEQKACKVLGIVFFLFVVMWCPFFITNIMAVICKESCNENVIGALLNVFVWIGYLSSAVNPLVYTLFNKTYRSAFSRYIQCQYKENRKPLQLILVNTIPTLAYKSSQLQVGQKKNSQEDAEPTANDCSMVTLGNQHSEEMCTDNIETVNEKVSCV
MC4R antagonist: human MC4R antagonism in cAMP assay. P32245. MC4R-expressing cells, MTII-stimulated cAMP, LANCE TR-FRET. inhibition, % at 6.5 µM. 360,000 compounds, 0.48% hits. AID 540295;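 active = inhibition above its plate's cutoff, the mean of tested wells on that plate plus 3 SD, cut at about 29% in these data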;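 note: 0% = Melanotan II alone and 100% = Melanotan II plus saturating MCL0020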
Target sequence (P32245 whole entry, looked up): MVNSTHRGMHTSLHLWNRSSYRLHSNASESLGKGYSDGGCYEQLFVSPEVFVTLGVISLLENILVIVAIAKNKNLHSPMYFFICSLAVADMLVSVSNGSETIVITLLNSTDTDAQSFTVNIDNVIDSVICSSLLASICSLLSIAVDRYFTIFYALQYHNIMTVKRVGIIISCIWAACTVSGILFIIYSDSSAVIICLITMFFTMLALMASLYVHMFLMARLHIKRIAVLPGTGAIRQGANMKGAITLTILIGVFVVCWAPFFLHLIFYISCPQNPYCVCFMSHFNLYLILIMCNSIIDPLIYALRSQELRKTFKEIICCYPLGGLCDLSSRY
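Assay system: U2OS cells stably expressing human melanocortin 4 receptor (MC4R) / Dosing: 6.5 µM / Timing: compound 30 min, challenge 1 h, detection 1 h / Measured by: Eu-cAMP/anti-cAMP TR-FRET, emission 671 nm / Replicates: singlicate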
hiPSC survival: enhancers of human iPSC single-cell survival; hiPSC single-cell survival, ATPlite luminescence; 100% = ROCK inhibitor wells, 0% = DMSO; survival enhancement, % at 20 µM; 360,000 compounds, 0.044% hits; in the data active = survival enhancement above about 18%;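 note: cells exposed to compounds for 16 hours before the ATP read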
Exocytosis inh: blocks lytic granule exocytosis; inhibition, % at 10 µM; 360,000 compounds, 0.66% hits; TALL-104 LAMP-1 surface exposure, flow cytometry; cells stimulated with thapsigargin and PMA;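 active = inhibition above about 55%, limit read from the data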
ABHD5-PLIN5 inh: ABHD5-PLIN5 protein interaction inhibition. Q00G26+Q8WTS1. Split G. princeps luciferase complementation, luminescence, 4 h. inhibition, % at 4 µM. 360,000 compounds, 0.78% hits;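 active = inhibition above the mean inhibition across every tested compound plus 3 SD, cut at about 22% in these data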;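 note: 0% = DMSO only wells and the 100% control is not disclosed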
MC4R barr agon: activates human MC4R beta-arrestin recruitment; U2OS MC4R beta-arrestin complementation, luminescence; percent of melanotan II response, DMSO zero; AID 540308; activation, % at 8.9 µM; P32245; 360,000 compounds, 0.98% hits;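 active = activation above a per-plate cutoff, the mean activation of sample wells on that plate plus 3 SD, cut at about 8% in these data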
ABCB6 inh 2: inhibitors of human ABC transporter ABCB6 | Q9NP58 | K562-ABCB6 porphyrin accumulation, flow cytometry, 1 h; hits give low values | fluorescence ratio to DMSO, % at 10 µM | 360,000 compounds, 0.19% hits;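 active = fluorescence ratio to DMSO below 75%, the collection mean minus 3 SD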;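 note: signal is porphyrin accumulated inside mitochondria; 100% equals median channel fluorescence of DMSO control wells; lower ratio means ABCB6 inhibition with less porphyrin fluorescence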
aDG glyco up: increases alpha dystroglycan glycosylation. activation, % at 10 µM. Pro5-aDG cells, alpha-DG glycosylation AlphaScreen (IIH6); 0% Pro5, 100% B10-LARGE cell signal. AID 624168. 360,000 compounds, 0.22% hits;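 active = activation of at least 8% versus controls, or a plate z-score of at least 8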;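 note: Pro5 are CHO cells carrying HIG-tagged alpha-DG that lacks glycosylation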
* = called active by the depositor; x = not tested or not shown.

SMILES	N-glyco inh	Cardio protect	HTR2A ag	MC4R antagonist	hiPSC survival	Exocytosis inh	ABHD5-PLIN5 inh	MC4R barr agon	ABCB6 inh 2	aDG glyco up
COc1ccc(CNCc2ccc(C)cc2)c(OC)c1	1	0	-15	7	-0.6	-2	-1	0.8	96	0.4
CCOc1ccc(NC(=O)C2C3C=CC4(O3)C2C(=O)N(Cc2cccnc2)C4C(=O)NC2CCCCC2)cc1 (stereo not drawn)	-2	-6	1	6	-0.1	-15	1	-1.8	101	-0.1
CC(C)Cc1nc(N2CCOCC2)c(C#N)c2c1COC(C)(C)C2	4	2	-1	13	0.0	1	-12	4.6	95	-0.1
CC1CCCC(NC(=O)COC(=O)c2ccccc2C(=O)N(C)C2CCCCC2)C1C (stereo not drawn)	2	-2	2	0	0.8	-8	2	1.4	97	0.1
CSc1nc2nc3c(cc2c(=O)n1-c1ccccc1C)CCCC3	-5	-14	3	5	-0.2	0	-3	2.0	91	1.0
COC(=O)c1ccccc1C(=O)N1CCOCCN(C(=O)c2ccccc2C(=O)OC)CCOCC1	1	8	2	0	0.3	0	3	-0.5	104	-0.1
CC1CCCN(CC(O)COc2ccc(-c3ccccc3)cc2)C1 (stereo not drawn)	-2	-4	-3	14	0.3	38	-5	1.0	100	0.6
O=C(CCCSc1nc2ccccc2[nH]1)Nc1nnc(-c2ccccc2)o1	0	28	3	2	0.3	2	-2	-0.5	98	0.2
COC(=O)c1ccc(COC(=O)c2cc3ccccc3oc2=O)cc1	2	-1	2	16	1.1	-1	-1	-0.7	92	-0.1
COc1ccc(S(=O)(=O)N2CCCC(C(=O)N3CCCCCC3)C2)cc1 (stereo not drawn)	-2	12	1	-1	5.6	-2	-5	-2.4	102	0.2
CC1CCN(S(=O)(=O)c2ccc(NC(=O)CNC3CCCCC3)cc2)CC1	-6	-15	-3	11	-0.8	-10	2	0.5	94	0.2
Cc1occc1C(=O)N1N=C(C2CC2)CC1(O)C(F)(F)F (stereo not drawn)	-1	2	-1	-1	0.1	2	3	2.8	97	0.2
CC(C)CCNC(=O)CC1C(=O)N(Cc2ccccc2)C(C)c2nc3ccccc3n21 (stereo not drawn)	-1	6	3	-3	-1.3	-3	-7	1.1	93	0.1
CCCn1c(N)c(C(=O)CN(C)CC(=O)Nc2ccccc2CC)c(=O)[nH]c1=O	3	5	0	8	-1.1	2	1	-1.0	102	-0.1
CC(=O)Nc1ccc(-c2ccnc3c2CC(C)(C(=O)NCc2ccc(F)c(F)c2)O3)cc1 (stereo not drawn)	14	10	4	-4	0.7	11	4	-0.6	94	0.0
CC(C)(C)/C(COc1ccccc1[N+](=O)[O-])=N/O	0	-2	1	16	4.9	0	-7	-0.8	108	0.2
C[C@H](NC(=O)C[C@@H]1C=C[C@@H](NC(=O)CN2CCOCC2)[C@@H](CO)O1)c1ccccc1	x	x	1	x	x	0	-3	x	x	0.0
Cc1ccc(N(CC(=O)NC2CCCCC2C)S(=O)(=O)c2c(C)nn(C)c2C)cc1 (stereo not drawn)	0	2	-1	4	0.3	-1	-2	-1.8	95	0.1
S=C(NCc1ccc(Cl)cc1)NC1CCN(Cc2ccccc2)CC1	-6	-12	-6	0	-2.1	8	9	2.8	100	4.0
COC(=O)c1cn(NC(=O)c2cccc(OC)c2)c(=O)c2ccccc12	-1	-4	0	8	9.4	1	-2	0.1	95	-0.3
O=C(CSCc1c(Cl)cccc1Cl)Nc1ccccc1C(=O)N1CCOCC1	1	13	4	-6	-2.9	-8	0	0.1	114	0.0
Cc1n[nH]c(C)c1S(=O)(=O)NCCc1ccc(Cl)cc1	0	5	-1	5	-2.2	6	1	-0.7	87	0.2
CN(C(=O)COc1ccc2c(-c3ccccc3)cc(=O)oc2c1)C1CCS(=O)(=O)C1 (stereo not drawn)	-4	2	2	-1	0.2	-7	-10	-4.0	95	-0.1
CNc1snc(C)c1C(=O)OCC(=O)N(C)Cc1ccccc1	-1	-13	7	10	-0.6	-1	-1	-1.3	92	0.9
Cc1ccc2sc(NC(=O)CSc3nc(C)cc(C)c3C#N)nc2c1	-11	-16	4	4	-2.7	-1	-4	1.0	102	0.4
Cc1cccc(C(=O)OCCN2CCOCC2)c1	1	-7	3	-1	-0.1	-5	1	0.0	91	-0.1
O=C(O)/C(=C\c1cccs1)c1ccccc1	0	0	4	7	1.8	-4	5	1.0	93	0.1
O=C(Nc1cnn(Cc2ccc(Cl)cc2)c1)c1ccc([N+](=O)[O-])cc1	-1	1	-4	14	7.3	-2	-7	4.7	103	3.0
O=C1C(C2=NC(C(=O)O)C3C(=O)N(c4ccc(Cl)cc4)C(=O)C23)=C(O)c2ccccc21 (stereo not drawn)	x	-13	0	-2	-0.5	-2	-5	0.7	96	0.1
Cc1nc2ccc(NC(=O)N3CCC(c4ccccc4)C3)cc2nc1C (stereo not drawn)	1	-3	-6	-5	-1.2	0	-4	-2.3	94	1.9
Cc1cccc(NC(=O)NNC(=O)c2sccc2-n2cccc2)c1	1	12	2	0	-1.0	-3	2	-4.0	86	0.0
CCCC[C@H]1COCCS(=O)(=O)N1Cc1ccccc1F	0	-4	-3	2	-4.2	2	-8	-0.6	91	-0.2
COc1ccc(S(=O)(=O)NCCCCNS(=O)(=O)c2ccc(OC)cc2)cc1	-2	-5	-4	3	2.7	0	2	-0.5	100	0.1
Cc1ccc2c(c1)N(CCC(=O)NCc1ccc3c(c1)OCO3)C(=O)CO2	1	4	1	4	-3.4	-4	0	0.8	102	0.0
O=c1[nH]c(CSc2nc(-c3ccc(F)cc3)cs2)nc2ccccc12	2	9	2	-27	-0.5	0	-4	9.6*	99	0.0
COC(=O)[C@H](Cc1ccccc1)NC(=O)CC[C@H]1O[C@@H](n2ccc(=O)[nH]c2=O)[C@H](O)[C@@H]1O	0	-4	5	x	0.0	7	1	x	94	0.1
CC(=O)Nc1cc2c3c(c1)CC(=O)N3CCC2	3	8	2	0	-0.5	-11	4	-2.0	100	-0.3
O=C(O)c1ccccc1C(=O)NNc1ccc(F)cc1	3	-6	2	4	1.9	0	0	2.2	102	-0.1
CSc1nc2nccc(/C=C\c3ccccc3)n2n1	8	24	-5	-8	-4.0	-1	11	2.0	101	2.4
Clc1ccc(Cl)c(-c2nn3c(Cn4cnc5ccccc54)nnc3s2)c1	1	3	4	0	0.9	-2	7	0.5	99	0.3

The closing two compounds of the part above lead into the next.
SMILES	N-glyco inh	Cardio protect	HTR2A ag	MC4R antagonist	hiPSC survival	Exocytosis inh	ABHD5-PLIN5 inh	MC4R barr agon	ABCB6 inh 2	aDG glyco up
CSc1nc2nccc(/C=C\c3ccccc3)n2n1	8	24	-5	-8	-4.0	-1	11	2.0	101	2.4
Clc1ccc(Cl)c(-c2nn3c(Cn4cnc5ccccc54)nnc3s2)c1	1	3	4	0	0.9	-2	7	0.5	99	0.3
Cc1cc(C)c2c(-n3cccc3)c(C(=O)NNS(=O)(=O)c3ccccc3)sc2n1	0	4	-4	5	2.2	1	-12	0.0	94	-0.4
Cc1noc(C(F)(F)F)c1C(=O)NNC(=O)c1cccc(C(F)(F)F)c1	2	-3	-4	3	-0.5	-1	-7	0.2	96	-0.1
CCCCN(C)C(=O)c1nc2ccccn2c1CNCCCn1nnc2ccccc21	1	4	-6	-3	1.3	-4	-11	-3.0	98	-0.2
O=C(NCc1ccccn1)Nc1cccc(NC(=O)NCc2ccccn2)c1	-1	2	3	3	-2.1	2	-9	2.4	101	0.2
C#CCN(C[C@@H]1[C@@H](OC(=O)NCc2ccccc2F)[C@@H](OC(=O)NCc2ccccc2F)Cn2c(=O)n(CCCCCC)c(=O)n21)S(=O)(=O)c1ccc(C)cc1	0	-3	-9	7	-0.2	-4	-7	-0.4	100	1.6
O=C(CN1CCN(Cc2ccc(F)cc2Cl)C1=O)NCCc1ccc(Cl)cc1	-2	2	-5	3	0.8	-1	6	-0.4	94	0.2
COc1ccccc1N=C(C)C1=C(O)CC(c2ccccc2)CC1=O (stereo not drawn)	23	0	-3	-16	-0.6	3	3	-3.7	100	-0.6
O=C1CC2CS(=O)(=O)CC2N1c1ccc(Cl)cc1Cl (stereo not drawn)	-1	11	8	-1	-2.7	0	-2	0.1	105	0.0
O=C(O)c1ccccc1OCc1ccccc1Br	0	4	1	7	0.2	-2	3	-1.2	97	-0.1
CC1CN(S(=O)(=O)c2ccc(C(=O)NCCCn3ccnc3)cc2)CC(C)O1 (stereo not drawn)	0	-11	-2	-3	0.9	-1	-4	-1.3	97	0.2
COc1ccc(-n2nnnc2SCC(=O)Nc2ccccc2N2CCOCC2)cc1	1	-2	3	9	-2.9	1	0	-4.1	109	0.4
COc1ccc(NC(=O)CC2CC3CCC2C3)cc1S(=O)(=O)N1CCOCC1 (stereo not drawn)	-1	9	-4	0	0.4	-5	-1	-1.2	90	-0.3
Cc1ccc(C(=O)N/C(=C/c2ccco2)C(=O)NCc2ccco2)cc1	0	1	-12	6	-0.4	-2	10	-2.7	99	0.1
COCOCCn1cc(CN2CCS(=O)(=O)N(Cc3ccc(-c4ccc(OC)cc4)cc3)C(C)C2=O)nn1 (stereo not drawn)	-2	-10	0	0	0.3	-6	5	-0.9	97	0.2
CCCCC(CCc1ccccn1)C(=O)c1ccccc1 (stereo not drawn)	-2	-3	-5	2	-1.9	-4	-7	-0.8	94	0.2
COc1ccc(N2CCN(C(=O)Nc3ccc(S(=O)(=O)N(C)C)cc3)CC2)cc1	2	-3	-5	-1	1.2	-1	-8	-3.0	95	-0.2
CN(CC(=O)NCCCc1ccccc1)S(=O)(=O)c1ccc(Br)cc1	-3	-7	0	1	-0.7	7	1	-1.0	102	-0.1
O=C(O)c1nc(-c2ccccc2)c(C(=O)NC2CC2)[nH]1	4	1	2	x	5.3	-1	5	x	96	0.0
CCCN1C2CCCC1CC(NC(=O)NC1CCCCC1)C2 (stereo not drawn)	-2	0	-1	-1	3.6	2	0	0.2	97	-0.1
CC(C)(C)NC(=O)NC(=O)COC(=O)c1cccc(NS(=O)(=O)c2ccc(F)c(F)c2)c1	0	-7	10	12	1.6	1	1	-1.3	95	-0.3
O=C(CS(=O)(=O)c1cccc(Cl)c1)Nc1ccccc1Cl	-1	3	0	6	2.2	3	-7	0.5	96	-0.3
Brc1ccc(OCCOc2cccc3cccnc23)cc1	0	-7	-1	-10	1.0	11	2	4.5	98	0.4
CCCc1nc2ccccc2c(=O)n1NC(=O)c1c(O)c2cccc3c2n(c1=O)CCC3	0	-17	6	2	-0.5	-5	-1	-1.5	102	0.6
COc1ccc(CC(=O)NCC(=O)N/N=C(/C)c2ccco2)cc1	1	1	-4	9	1.1	-1	-3	-1.5	98	-0.3
COc1ccc(-c2noc(CCC(=O)NCCCN3CCC(Cc4ccccc4)CC3)n2)cc1	0	-26	-9	-1	-5.5	20	10	-2.1	98	5.5*
